# HIV fusion peptide: cell-free HIV fusion peptide-binding blockers – biochemical, uHTS, fluorescence dequenching, primary screen (AID 1986); cell-free peptide binding, fluorescence dequenching, 30 min; higher % means a stronger effect; inhibition, % at 20 µM; hits with a dose series show IC50 in µM; actives 0.3% (n = 290,000); in the data active = inhibition mostly above about 52%, no sharp cut-off; inactive = mostly below about 76%; note: some results filed as inactive read as strong as hits
# KOR beta-arrestin-1: KOR antagonists, beta-arrestin recruitment, cell-based, luminescence, uHTS (AID 1778) | KOR beta-arrestin recruitment, luminescence, antagonist mode; higher % means a stronger effect | inhibition, % at 10 µM; hits with a dose series show IC50 in µM | actives 0.091% (n = 290,000); note: strong numbers were not always called active
# HEK293 NOD2/NF-kB: inhibition of NOD2-driven NF-kB reporter – cell-based, luminescence, uHTS, HEK293 (AID 1566); actives 0.63% (n = 290,000); inhibition, % at 4 µM; hits with a dose series show EC50 in µM; HEK293 NOD2/NF-kB luciferase reporter, luminescence; higher % means a stronger effect; note: many of its hits are not listed in these tables
# Large T inhibition: SV40 large T antigen inhibitors, biochemical (AID 1903); SV40 large T antigen ATPase/helicase inhibition assay; higher % means a stronger effect; inhibition, % at 20 µM, or IC50 in µM where a hit was titrated; actives 0.39% (n = 310,000); in the data active = a potency from the dose series; inconclusive = inhibition mostly from about 32% at the one dose, without a potency; inactive = the rest, 99 in 100 with inhibition below about 32%; note: strong numbers were not always called active
# NOD1 NF-kB reporter: inhibition of NOD1-driven NF-kB reporter – cell-based, luminescence, uHTS, primary screen (AID 1578). NOD1-driven NF-kB luciferase reporter cells, luminescence; higher % means a stronger effect. inhibition, % at 4 µM; hits with a dose series show EC50 in µM. actives 1% (n = 290,000); in the data active = inhibition mostly above about 36%, no sharp cut-off; inactive = mostly below about 34%;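 note: HEK-293T reporter cells stimulated with the NOD1 agonist gamma-tri-DAP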
# Rac1 GTP hydrolysis: MgcRacGAP GTPase-activating activity inhibitors, confirmation, biochemical, ADP Hunter fluorescence | MgcRacGAP-stimulated Rac1 GTP hydrolysis, ADP Hunter fluorescence; higher % means a stronger effect; GST-tagged Rac1 F28L mutant substrate | one-dose inhibition, % at 30 µM; IC50 in µM for titrated hits | actives 0.6% (n = 340,000);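 active = first-screen hits whose inhibition reached a set limit at any dose in the follow-up dose series; inconclusive = inhibition above the set first-screen limit but never retested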;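 note: fluorescence reports GDP produced by GAP-driven GTP hydrolysis; strong numbers were not always called active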
# GPR55 activation: GPR55 agonists via beta-arrestin recruitment, primary screen, imaging, U2OS cells, beta-arrestin-GFP redistribution (AID 1961) | U2OS GPR55 beta-arrestin-GFP redistribution imaging; higher % means a stronger effect | activation, % at 10 µM, or EC50 in µM where a hit was titrated | actives 0.048% (n = 290,000);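 active = activation above 40% with more than 50 cells counted in the well; inconclusive = wells holding fewer than 50 cells, flagged as toxic or sparse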;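 note: U2OS osteosarcoma cells stably expressing GPR55 and beta-arrestin-GFP; plate controls were DMSO negative control for no effect and LPI positive control for full effect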
# KOR beta-arrestin-2: KOR agonists, beta-arrestin recruitment, primary screen, cell-based, luminescence, uHTS (AID 1777) | actives 0.02% (n = 280,000) | activation, % at 10 µM, or EC50 in µM where a hit was titrated | KOR beta-arrestin recruitment, luminescence; higher % means a stronger effect; in the data active = activation above about 50%, passing the limit was not always enough; note: a part of the inactive calls stands beside numbers as strong as those of hits
# GPR55 antagonists: GPR55 antagonists blocking LPI-driven arrestin recruitment, primary screen, imaging, U2OS, beta-arrestin-GFP, LPI agonist (AID 2013). U2OS GPR55 beta-arrestin-GFP translocation imaging, LPI antagonism; higher % means a stronger effect. inhibition, % at 10 µM, or IC50 in µM where a hit was titrated. actives 0.13% (n = 290,000);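 active = spots per cell inhibited over 60%, with over 100 cells counted and total cytoplasm intensity under 500,000; inconclusive = wells with under 100 cells, flagged as likely toxic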;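 note: U2OS cells stably carrying GPR55 and arrestin-GFP stimulated by 5 µM LPI near EC80; imaged beta-arrestin-GFP aggregate spots per cell after agonist stimulation; plate controls were LPI-stimulated DMSO wells for no effect and DMSO wells without LPI for full effect; some results filed as inactive read as strong as hits; confirmed hits need IC50 under 10 µM and bright autofluorescent wells are also inconclusive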
# The depositor's hits bear a star; ? = inconclusive; · = no result given; [ ] = another dose, or the depositor's remark. Cut-off read from the data, not from the text of the source, unless noted: active = inhibition above about 50%; inactive = the rest. A portion of the library (hit frequency here may not be typical).
# Value order: HIV fusion peptide, KOR beta-arrestin-1, HEK293 NOD2/NF-kB, Large T inhibition, NOD1 NF-kB reporter, Rac1 GTP hydrolysis, GPR55 activation, KOR beta-arrestin-2, GPR55 antagonists
CC1CCN(CC(O)COc2ccc(OCC(O)CN3CCC(C)CC3)cc2)CC1 (configuration not stated)
    1.9%, -67%[20 µM], -8%, 4%, -40%, 16%, -0.1%, -0.3%, 27%
Cc1nc2ccccc2nc(C)c1=NOCc1cccc(Cl)c1
    1.1%, -6%, 3%, 12%, -3%, 8%, -0.1%, 1.5%, 11%
COc1cc(/C=C\C(=O)NCc2ccc3[nH]c(C)cc3c2)cc(OC)c1OC
    1.2%, 6%, -2%, 10%, -38%, 3%, 0.2%, 2.2%, 10%
NS(=O)(=O)c1ccc(NC(=S)NC2CCCCCC2)cc1
    -1.8%, 8%, 6%, -16%, -28%, 7%, 0.7%, 10%, -2%
Cc1ccc(N2C(=O)C3C(C2=O)N2C(c4cccs4)C4C(=O)N(c5ccc(C)cc5)C(=O)C4N2C3c2cccs2)cc1 (configuration not stated)
    1.4%, 37%, 8%, 11%, -40%, 6%, -0.2%, -6.4%, 17%
Cc1ccccc1S(=O)Cc1ccc(C(=O)NC2CC2)o1 (configuration not stated)
    -1.1%, -6%, 3%, 10%, -10%, 4%, 0.6%, -0.6%, 15%
COC(=O)c1cccc(S(=O)(=O)N(Cc2ccco2)Cc2cc3cc(OC)ccc3[nH]c2=O)c1
    -0.4%, 8%, 10%, 1%, 16%, 6%, -0.1%, 1.4%, 3%
CCCN(CCC)S(=O)(=O)c1ccc(C(=O)NNc2nc(-c3ccccc3)c3cc(Br)ccc3n2)cc1
    -0.8%, 19%, -5%, 8%, -8%, 6%, 0.9%, 7.1%, 0%
COc1ccc(Oc2nc3c(C)cccn3c(=O)c2/C=C(\C#N)C(N)=O)cc1
    0.2%, -1%, 13%, 7%, -8%, 31%, 0.6%, 3.1%, 34%
CCCCN(Cc1cccs1)S(=O)(=O)c1ccc(-c2ccc(=O)[nH]n2)s1
    2.8%, -19%, -13%, 7%, -3%, 5%, 0.2%, 2.1%, -10%
CCc1nc2ccccc2c(=O)n1NC(=O)c1c(O)c2ccccc2n(CC)c1=O
    8.5%, 3%[20 µM], -5%, -4%, -23%, 11%, 0.2%, -3.7%, 10%
N/C(=N\OC(=O)c1ccccc1Cl)c1ccccn1
    0.9%, -23%, -44%, 3%, 55%*, 2%, 2.8%, -0.8%, 15%
C=CCNC(=O)c1c[nH]c2ccc(S(=O)(=O)N(C)c3ccc(OCC)cc3)cc2c1=O
    -0.1%, -18%, 20%, 3%, -11%, 10%, 0.5%, 4.0%, 12%
Cc1cc(NC(=S)Nc2ccc(C)c(Cl)c2)n[nH]1
    0.3%, -14%, -60%, 12%, -42%, 12%, 0.2%, -3.7%, 6%
Cc1oc2c(c(C)cc3oc(=O)c(CC(=O)NCCCN4CCCC4=O)c(C)c32)c1C
    2.2%, -10%[20 µM], 16%, 3%, -7%, 0%, -0.2%, 1.1%, -9%
COc1ccc(Cl)cc1-n1c(=S)sc2c(=O)[nH]c(SCC(=O)NCCC(C)C)nc21
    12%, 18%, 19%, ·, -4%, 4%, -0.1%, 0.0%, 2%
Cn1c(=O)oc2cc(S(=O)(=O)NCCC(=O)NCCc3ccccc3)ccc21
    8.5%, 3%, 11%, -6%, -9%, 6%, 0.6%, 2.3%, 7%
O=C(Nc1nc(=O)c2ccccc2s1)c1ccc(Cl)cc1
    59%, -18%, -8%, ?, -21%, 15%, 1.7%, -2.6%, 0%
CCC(C)NC(=O)CN(c1ccc(OC)cc1)S(=O)(=O)c1ccc(NC(C)=O)cc1 (configuration not stated)
    -1.2%, 18%, 19%, 18%, -1%, 5%, -0.3%, 0.1%, 3%
O=C(COc1nnnc2ccccc12)N1CCCc2ccccc21
    -1.7%, 29%, 7%, 15%, -12%, 6%, -0.3%, -3.8%, 2%

# (list continues)
# Value order: HIV fusion peptide, KOR beta-arrestin-1, HEK293 NOD2/NF-kB, Large T inhibition, NOD1 NF-kB reporter, Rac1 GTP hydrolysis, GPR55 activation, KOR beta-arrestin-2, GPR55 antagonists
O=C(CSc1nnc(-c2ccco2)c(-c2ccco2)n1)Nc1ccccc1
    0.3%, -12%, -6%, ?, 9%, ?, -0.1%, 3.1%, -12%
O=C(NCCc1c[nH]c2ccccc12)C1CCCN(S(=O)(=O)c2ccccc2)C1 (configuration not stated)
    1.3%, 13%, -20%, 8%, 0%, -6%, -0.1%, 3.4%, 1%
Cc1cc(Nc2ccccc2)nc(N2CCOCC2)n1
    0.0%, -15%, 4%, 4%, 10%, -3%, -0.1%, 3.2%, 22%
O=C(Cn1cc2c(n1)CCCCC2)N1CCCCC1
    -1.3%, 31%, 9%, 11%, -24%, 0%, -0.1%, -2.7%, -4%
CC(C)CC(=O)Nc1ccc(C(=O)Nc2cccc(O)c2)cc1
    -1.7%, -3%, -18%, 12%, -54%, 12%, -0.2%, -8.6%, 0%
COc1ccc(C(=O)CSc2nnc3ccccn23)cc1OC
    3.1%, 35%, 10%, -2%, -45%, -1%, 0.1%, -1.7%, 10%
CC1CC(C)CN(CC(=O)NCCc2ccc(S(N)(=O)=O)cc2)C1 (configuration not stated)
    -0.8%, -13%, 3%, 7%, -33%, 6%, -0.5%, 1.9%, 15%
CC(=O)N1CCSc2ccc(S(=O)(=O)Nc3cccc(C)c3)cc21
    0.1%, -23%, 48%, 18%, 7%, 9%, 0.5%, 17%, -19%
CCN(CCCNC(=O)C1CCN(S(=O)(=O)CC)CC1)c1ccccc1
    -3.3%, 17%, 5%, 8%, -19%, 6%, 0.0%, -1.6%, 4%
O=C(OCN1C(=O)c2ccccc2C1=O)c1ccccc1
    2.0%, -11%, 0%, 6%, 4%, 3%, 0.2%, 3.8%, -13%
O=C1CCCC(=O)C1C1c2ccccc2CCN1C(=O)CCl (configuration not stated)
    0.7%, 11%, 14%, 6%, -6%, ·, 0.0%, 3.9%, -10%
COc1ccc(NC(=O)c2ccccc2Cl)cc1NC(=O)CN1CCOCC1
    -3.2%, 42%, 21%, 8%, -13%, -12%, -0.1%, ·, 11%
O=[N+]([O-])c1ccc(C[n+]2cc(-c3ccccc3)n3c2CCCCC3)cc1
    -1.4%, -25%, 10%, 5%, -16%, 7%, 1.0%, 2.5%, -18%
COC(=O)c1ccccc1NC(=O)C1CC(c2ccc(F)cc2)=NO1 (configuration not stated)
    -3.0%, 1%, 9%, 0%, -25%, 7%, -0.1%, 0.0%, 6%
Cc1nc(C2CC(=O)OC23CCCCC3)cs1 (configuration not stated)
    -0.8%, 10%, -6%, ·, 5%, -1%, -0.2%, -1.5%, -7%
O=C(Nc1ccccc1Cl)C1CCCN1C(=O)OCc1ccccc1 (configuration not stated)
    0.2%, -12%, -5%, -1%, -7%, -15%, 0.0%, 2.5%, -6%
Cc1ccc(OCn2c(=O)sc3ccccc32)cc1
    3.2%, 0%, -68%, -2%, -44%, -1%, -0.1%, 3.7%, 19%
CCN1CCN(c2nc3c(C)cccn3c(=O)c2C=C(C#N)C#N)CC1
    4.1%, -36%, 2%, 0%, -7%, 11%, -0.1%, 3.7%, 1%
Cc1nc2c(cc1C(=O)N/N=C/c1ccc([N+](=O)[O-])cc1)c(=O)n(C)c(=O)n2C
    -2.5%, 0%, -1%, 11%, -16%, -1%, -0.3%, -3.1%, 0%
CN(c1cccc(NC(=O)CN(c2cccc(F)c2)S(C)(=O)=O)c1)S(C)(=O)=O
    -1.3%, -7%, 7%, 27%, -21%, 5%, 0.5%, -3.0%, 18%

# (list continues)
# Value order: HIV fusion peptide, KOR beta-arrestin-1, HEK293 NOD2/NF-kB, Large T inhibition, NOD1 NF-kB reporter, Rac1 GTP hydrolysis, GPR55 activation, KOR beta-arrestin-2, GPR55 antagonists
CC1CCN(C(=O)CN(Cc2ccccc2)S(C)(=O)=O)CC1
    1.5%, 6%[20 µM], -7%, 5%, -24%, 4%, -0.1%, -3.3%, -8%
Cc1ccc2c(Cl)cc(Cl)c(OCC(=O)Nc3cc(C)on3)c2n1
    -3.3%, -33%, 11%, 2%, -23%, ·, -0.1%, 10%, 2%
Cc1cc(C(F)(F)F)n(-c2nc(C(=O)NNS(=O)(=O)c3ccccc3[N+](=O)[O-])cs2)n1
    4.3%, -48%, 14%, 18%, -52%, 3%, -0.2%, 5.0%, -5%
CCCCc1c(O)nc(SCC(=O)N2CCCCCC2)[nH]c1=O
    1.1%, -21%, 3%, 3%, -18%, 3%, -0.2%, 1.2%, -7%
O=S(=O)(Nc1ccc2c(c1)nc1n2CCOC1)c1ccccc1
    0.0%, 23%, -5%, 93%, -10%, -15%, -0.4%, -0.9%, -7%
CCCn1c(C(O)c2ccc3c(c2)OCO3)nc2ccccc21 (configuration not stated)
    -0.7%, 2%, -4%, 16%, -10%, 3%, 0.3%, -0.8%, 11%
C/C(=N\Nc1nc(C)cc(-c2ccccc2)n1)c1cccc(N)c1
    -1.6%, -39%[20 µM], -14%, 16%, -31%, 19%, -0.3%, -3.3%, -1%
CCCn1c(COc2ccccc2OC)nc2ccccc21
    -2.9%, -2%[20 µM], -41%, 5%, 1%, -1%, -0.2%, ·, 4%
CCc1c(O)nc(SCC(=O)N(CC)CC)[nH]c1=O
    -0.7%, 8%[20 µM], 0%, 4%, -31%, -3%, -0.1%, -5.3%, -4%
Cc1ccc(C)c(-n2nnnc2Sc2nc([N+](=O)[O-])nn2C)c1
    -2.9%, 48%, 11%, 2%, -29%, -1%, -0.2%, 2.9%, 5%
CC(C)OP(=O)(OC(C)C)C(NC(=O)c1cccc([N+](=O)[O-])c1)C(N)=O (configuration not stated)
    3.8%, -21%, 10%, 6%, 0%, 7%, 0.4%, -6.6%, 0%
Cc1ccc(S(=O)(=O)N2CCN(C(=O)C3Cc4ccccc4CN3C(=O)c3ccco3)CC2)cc1 (configuration not stated)
    3.7%, -4%, 3%, 11%, 31%, 5%, -2.3%, 9.5%, -3%
O=C1CC(SC2=NCCS2)C(=O)N1c1cccc(Cl)c1Cl (configuration not stated)
    3.0%, 38%, -2%, 13%, -21%, 4%, 0.5%, 1.3%, 11%
O=C(NCC(O)c1ccc([N+](=O)[O-])cc1)c1cccc(S(=O)(=O)N2CCOCC2)c1 (configuration not stated)
    2.1%, -10%, 1%, 18%, 12%, 6%, -0.1%, -2.6%, 9%
CC(CC(=O)Nc1ccc(F)cc1)S(=O)(=O)c1ccc2c(c1)NC(=O)CO2 (configuration not stated)
    0.8%, -62%, 19%, -16%, 14%, -6%, -0.1%, -3.5%, -3%
CC(C)OCCCNC(=O)C1CCC(CNS(=O)(=O)c2ccccc2)CC1 (configuration not stated)
    -3.5%, -4%, 4%, 0%, -9%, 7%, -0.2%, -2.5%, 6%

# Screening results as filed in PubChem BioAssay.
